Screening results from PubChem BioAssay.
Insulin prom up: insulin promoter activators in MIN6 cells, imaging, high-content screening, mouse beta cells; 190,000 tested, 0.3% active; z-score at 5 µM; MIN6 insulin promoter-GFP reporter; stronger effect = higher value;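 active = z-score above 3 at 5 µM with at least 500 cells counted in the well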
Autophagy mod: autophagy modulators in MEF cells, primary screen, imaging, high-content, MEF GFP-LC3; MEF GFP-LC3 puncta imaging; test concentration mostly 10 µM; calls only at 10 µM (by protocol); 190,000 tested, 0.98% active; AID 463193, 2010;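 active = percentage of spot-positive cells more than 3 SD above its plate mean, without a fluorescence outlier flag or 80% toxicity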;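 note: spot-positive cell cutoff set from DMSO-treated cells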
HIV peptide binding: inhibitors of HIV fusion peptide binding, primary screen, biochemical, uHTS, fluorescence dequenching (AID 1986). cell-free peptide binding, fluorescence dequenching, 30 min; higher % means a stronger effect. inhibition, % at 20 µM; hits with a dose series show IC50 in µM. 290,000 tested, 0.3% active; in the data active = inhibition mostly above about 52%, no sharp cut-off; inactive = mostly below about 76%; note: some results filed as inactive read as strong as hits
WT yeast gro inh: growth inhibition of WT strain, primary screen, mitochondrial fusion inhibitor project, WT and mutant strains, chemical genetic. 190,000 tested, 2.1% active. inhibition, % at 10 µM. mitochondrial fusion phenotypic screen; in the data active = inhibition above about 58%; tested in S. cerevisiae
Dynein cargo inh: inhibitors of GR-EGFP nuclear translocation, primary screen, dynein cargo transport inhibitor project, imaging, high-content, 3617.4 mouse cells; AID 1381, 2008; z-score, hits read low; test concentration mostly 20 µM; stimulated with dexamethasone, 1 µM; stronger effect = lower value; 220,000 tested, 0.47% active;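 active = plate z-score of nuclear minus cytoplasmic receptor signal below a set negative limit, without overly bright fluorescence or cell loss, cut at about -3.5 in these data, passing the limit was not always enough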;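 note: z-score of nuclear minus cytoplasmic ring GR-EGFP intensity difference per well; some compounds called inactive have numbers as strong as hits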
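Buffer or medium: Induction medium lacking tetracycline, stripped serum | Also added: Dexamethasone agonist, 1.0 µM final, for 30 min | Timing: 48 h induction, 1 h compound, 30 min dex at 37 °C | Detection: Formaldehyde fixation, Hoechst nuclear stain, 10x automated fluorescence imaging | Measure: Nuclear versus cytoplasmic GR-EGFP signal, averaged per well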
bCat nuc transl: modulators of beta-catenin nuclear translocation, primary screen, imaging, HeLa cells, immunofluorescence, high-content. nuclear translocation activity, % at 5 µM. 190,000 tested, 0.3% active;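 active = nuclear translocation activity above 50% at 5 µM, with a well cell count of 50 or more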;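 note: per-cell ratio of nuclear to cytoplasmic median beta-catenin stain intensity; plate controls were DMSO negative control for no effect and GSK-3 inhibitor IX positive control for full effect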
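Signal – beta-catenin immunofluorescence imaging with DAPI · Test system – human HeLa cell line · Dosing – 5 µM primary single dose, 0.1% DMSO, 0.02–20 µM confirmation series · Measure – % activation, nuclear-to-cytoplasmic median beta-catenin signal ratio per cell · Incubation – 24 h compound exposure at 37°C, 5% CO2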
Yfh1-depleted yeast: enhancers of respiration in Yfh1-depleted yeast, dose response, Friedreich's ataxia, plus single-dose screen (AID 1465); S. cerevisiae Yfh1-off respiration, WST-1 reduction, 72 h; higher fold induction means a stronger effect; fold induction at 50 µM, or EC50 in µM where a hit was titrated; 220,000 tested, 0.074% active;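 active = fold induction of absorbance versus untreated yeast above a set limit, then at least 30% activation at any dose in follow-up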;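 note: activators that raise dye reduction in frataxin-depleted yeast; strong numbers were not always called active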
MT stabilizer: microtubule stabilizers in HeLa cells, primary screen, imaging, high-content imaging; HeLa tubulin immunostaining HCS, 24 h; share of cells brighter than vehicle mean+2SD; % tubulin-high responders, % at 10 µM; 200,000 tested, 0.83% active; AID 2205, 2009;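 active = plate Z-score above 3 for both tubulin-high and condensed-nucleus cell shares, with cell loss under 80%, at 10 µM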;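 note: anti alpha tubulin signal scored within the nucleus-defined area of each cell; some results filed as inactive read as strong as hits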
AID2073: inhibitors of Mint1-CaV2.2 protein interaction, biochemical, HTRF (AID 2073); 290,000 tested, 0.19% active; Voltage-dependent N-type calcium channel subunit alpha-1B (Homo sapiens); inhibition, % at 20 µM, or IC50 in µM where a hit was titrated; HTRF protein-protein interaction, Mint1-CaV2.2; higher % means a stronger effect; in the data active = inhibition mostly above about 51%, no sharp cut-off; note: some results filed as inactive read as strong as hits
WT yeast gro inh mutant strain: further read-out of WT yeast gro inh, marked with its call; inhibition, %; mitochondrial fusion phenotypic screen, mutant strain inhibition
Dynein cargo inh cytoplasmic EGFP: recorded beside Dynein cargo inh, whose call it bears; z-score; measured here: cytoplasmic GR-EGFP intensity; stronger effect = higher value
Dynein cargo inh nuclear GR-EGFP: also measured in Dynein cargo inh; calls as there; z-score; measured here: nuclear GR-EGFP intensity;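 lower value marks the stronger effect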
Dynein cargo inh cell count: second read-out of Dynein cargo inh, no call of its own (marks repeat the call); z-score; measured here: cell count per field
Insulin prom up cell count: recorded beside Insulin prom up, whose call it bears; cell count; measured here: cytotoxicity, nuclei count;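 total cells summed across four imaged fields per well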
bCat nuc transl cell count 5 µM: second read-out of bCat nuc transl, no call of its own (marks repeat the call); cell count; measured here: cell count, cytotoxicity flag
MT stabilizer Hoechst-high %: recorded beside MT stabilizer, whose call it bears; % Hoechst-high responders; measured here: nuclear condensation Hoechst responders;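 share of cells brighter than vehicle mean plus two SD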
MT stabilizer cytotoxicity %: also measured in MT stabilizer; calls as there; toxicity, %; measured here: cytotoxicity by cell density;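 0% = mean cell density of plate MIN control wells and 100% = no cells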
Autophagy mod cell loss 18 h: further read-out of Autophagy mod, marked with its call; toxicity, %; measured here: cell loss, nuclei count;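 cell loss after 18 h compound exposure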
Numbers without * were called inactive; i = inactive; . = no result given; + = active, no number. No enrichment for hits; overall some 4.2% were active at least once.

SMILES	Insulin prom up	Insulin prom up cell count	Autophagy mod	Autophagy mod cell loss 18 h	HIV peptide binding	WT yeast gro inh	WT yeast gro inh mutant strain	Dynein cargo inh	Dynein cargo inh cytoplasmic EGFP	Dynein cargo inh nuclear GR-EGFP	Dynein cargo inh cell count	bCat nuc transl	bCat nuc transl cell count 5 µM	Yfh1-depleted yeast	MT stabilizer	MT stabilizer Hoechst-high %	MT stabilizer cytotoxicity %	AID2073
O=C(Nc1ccccc1C(=O)N/N=C/c1ccco1)c1ccccc1Cl	-0.4	1554	i	-26	-1.7%	-8	-27	-0.084	-0.2	0.48	-0.036	-0.8	1395	i	2.1	1.8	8.8	-2%
O=C(Nc1cccnc1)c1c(F)cccc1F	0.45	1837	i	-5	4.7%	-4	-8	0.29	-0.29	-0.58	0.68	-0.5	1106	i	3.1	2.1	4.1	3%
CC(=O)Nc1cccc(NC(=O)Nc2ccc(F)cc2F)c1	2.1	1233	i	-4	0.7%	-13	-16	0.35	-0.23	0.23	-0.054	-1.9	1142	i	3.8	2.4	6.9	-5%
CN(Cc1cccc2cnccc12)C(=O)CCc1nnc(CCc2ccccc2)o1	-0.81	1469	i	3	-0.7%	8	4	0.46	-0.25	0.55	-0.82	1.8	998	i	4.6	1.7	2.5	4%
O=c1[nH][nH]c(-c2ccccc2O)c1C(C[N+](=O)[O-])c1ccccc1 (stereo not drawn)	0.7	1127	i	1	8.0%	-6	1	-2.1	0.17	-1.1	0.14	2.4	927	i	5.3	2.4	2.6	8%
CC1(C)CC(=O)C/C(=N\NC(=O)CCc2ccc(S(=O)(=O)N3CCOCC3)cc2)C1	-0.14	1231	i	0	0.9%	1	22	0.15	-0.32	-0.092	-0.5	0.2	1062	i	3.1	1.5	12	8%
c1ccc(-c2nc(NCc3cccnc3)c3oc4ccccc4c3n2)cc1	-0.46	970	i	3	-0.3%	72*	67*	-0.46	-0.21	-0.34	0.33	-4.9	979	i	2.1	1.9	11	-5%
CCOC(=O)C(C)Oc1cccc2c(=O)n(CC(=O)NCCc3ccc(OC)c(OC)c3)ccc12 (stereo not drawn)	-0.5	1294	i	-5	1.9%	10	-12	-0.51	-0.24	0.52	0.5	-0.5	580	i	3.8	2.1	7.6	5%
COC(=O)c1ccccc1N1C(=O)[C@@H]2C(c3ccc(F)cc3)=NO[C@@H]2C1=O	1.2	1162	i	2	-0.8%	4	-5	-0.29	-0.26	0.06	-0.52	-4.9	943	i	4.5	2.4	6.0	12%
CSC1=NSC2=NC(=O)/C(=C/c3coc4ccc(O)cc4c3=O)C(=N)N12	0.01	1359	i	-1	58%*	1	3	-0.1	0.18	0.18	-0.14	-0.3	944	i	3.2	2.3	4.5	26%
Cc1nc(SCc2ccc(C(=O)O)cc2)c2c(C)c(C)sc2n1	-0.56	985	.	.	18%	.	.	-0.15	0.073	0.39	-0.033	-1.1	1278	i	.	.	.	8%
CCN1C(=O)c2ccccc2S(=O)c2ccc(C(=O)N3CCCC3)cc21 (stereo not drawn)	-1.5	1594	i	-9	1.4%	15	11	-0.91	-0.18	-0.14	0.55	3.1	1097	i	4.5	2.7	5.8	-2%
Cc1oc(C(C)(C)C)cc1C(=O)Nc1ccc2c(c1)OCO2	-0.58	1345	.	.	0.1%	.	.	-1.7	-0.1	-0.86	0.64	3.6	1060	i	.	.	.	10%
CCOC(=O)c1sc(NC(=O)C(CC)OC(=O)C(CC(C)C)NC(=O)c2ccccc2)nc1C (stereo not drawn)	-0.47	1664	i	-2	4.6%	-7	-11	0.1	-0.18	-0.1	0.32	-1.5	1298	i	2.6	1.0	6.6	1%
Cc1nnc2n(Cc3ccccc3)c(=O)c3c4c(sc3n12)CN(Cc1ccccc1)CC4	-0.41	1521	.	.	0.9%	.	.	.	.	.	.	-8.3	1012	.	.	.	.	7%
O=C(NCc1ccco1)C(c1ccc(F)cc1)N(Cc1cccnc1)C(=O)Cn1nnc2ccccc21 (stereo not drawn)	-0.47	1262	i	-4	1.1%	-4	-1	0.12	-0.19	0.21	-0.33	-4.4	1043	i	2.0	2.0	5.0	-6%
Cc1cc(C)n(-c2nncc(-c3ccccc3)n2)n1	.	.	i	14	-3.5%	15	3	-0.9	-0.19	-0.11	1	-0.9	814	i	4.4	2.3	7.6	-4%
COc1cccc(NS(=O)(=O)c2ccc3[nH]cc(C(=O)NCCN4CCOCC4)c(=O)c3c2)c1	0.59	1624	i	40	-0.8%	3	6	-0.33	-0.068	-0.3	0.33	-0.3	1414	.	1.7	1.5	6.3	1%
COc1cccc(N2CCN(c3ncnc4c3[nH]c3ccc(F)cc34)CC2C)c1 (stereo not drawn)	-3.7	656	+	52*	-3.9%	79*	73*	-1.9	0.29	-0.68	0.29	0.2	1352	i	26*	21*	30*	4%
Cc1cc(C)cc(N2CN=C3SCC(=O)N3C2)c1	-0.05	1273	i	-13	0.8%	-6	-15	0.66	-0.28	-0.059	-0.17	-1.3	956	i	2.6	2.6	6.3	0%
CCOc1ccc2nc(NC(=O)CN3CCC(n4nnc5cc(F)ccc54)CC3)sc2c1	-0.6	1303	i	8	0.3%	57	6	-0.61	-0.33	-0.17	-0.2	0.6	1056	i	4.7	2.0	1.0	12%
CCOc1c(Cl)cc(CNc2ccc(S(N)(=O)=O)cc2)cc1OC	0.6	1139	i	18	-2.1%	8	3	0.31	-0.19	0.92	-0.58	3.0	429	i	2.9	2.5	2.4	18%
COc1ccc(N2CCN(C(=O)Cc3nn(C)c(=O)c4ccccc34)CC2)cc1	0.31	1239	i	10	-0.3%	9	15	-0.42	-0.24	-0.31	-0.12	1.2	1046	i	1.8	0.8	24	-18%
COc1ccc(N/C=C(\C#N)c2ccc(OCCCF)cc2)cc1	0.05	819	i	2	-3.6%	4	8	0.63	-0.35	0.19	-0.11	-4.0	1261	i	0.9	1.5	7.9	11%
Cc1ccc(-c2csc(N3N=C(c4ccccc4)/C(=C\c4ccc(N(C)C)cc4)C3=O)n2)cc1	0.99	1429	i	0	-1.6%	7	39	1.6	-0.23	-0.39	-1.4	1.8	1372	.	4.4	1.9	4.9	18%
C=CCNC(=S)Nc1ccc2cn[nH]c2c1	0.66	1373	.	.	-0.5%	.	.	0.19	-0.27	-0.13	0.43	-0.1	1345	i	.	.	.	-1%
NS(=O)(=O)c1ccc(CNC(=S)Nc2ccc(F)c(Cl)c2)cc1	.	.	i	2	-3.6%	8	4	0.075	-0.27	0.16	0.21	0.4	1123	i	2.3	1.8	3.4	-1%
O=C1CN(C(=O)c2cc3ccccc3oc2=O)C(c2ccc(F)cc2)c2cc(F)ccc2N1 (stereo not drawn)	0.85	850	i	-9	0.9%	-17	-11	1.8	0.018	2.1	-2	-5.0	611	.	2.6	2.8	11	7%
COc1ccccc1N1CCN(S(=O)(=O)Cc2ccccc2Cl)CC1	0.23	1232	i	26	-0.4%	20	15	-0.89	-0.23	-0.74	-0.33	-3.3	1218	i	2.4	2.1	5.6	-5%
CCC(=O)N1CCN(c2nc(-c3ccc(Cl)cc3)cs2)CC1	0.42	1122	i	8	-2.5%	21	-5	-0.13	-0.079	-0.21	0.37	-0.5	1032	i	2.3	2.1	5.4	-10%
Cc1ccc(NC(=O)CSCC(=O)N2CCOCC2)cc1	0.22	1265	i	5	2.8%	-12	0	-0.33	-0.17	-0.07	-0.42	-1.4	1248	i	4.0	2.8	2.4	0%
CN(Cc1ccccc1)C(=O)CSc1nc2c(c(C(F)(F)F)n1)CCc1ccccc1-2	.	.	i	1	.	.	.	-1.2	0.03	-0.76	0.28	.	.	i	1.7	2.5	8.9	.
CCOC(=O)c1ccc(NC(=O)CN2C(=O)CSCC2=O)cc1	-0.08	1479	i	-5	1.6%	-29	16	-0.25	-0.16	-0.044	-0.17	-4.2	1128	i	1.6	3.3	8.6	2%
c1coc(-c2cc(C3CCNCC3)[nH]n2)c1	-0.81	1260	i	-3	0.9%	-5	8	0.7	-0.2	0.25	-0.3	2.9	1101	i	1.8	2.2	5.5	-5%
Oc1ccc(/C=N/NC2=NCCCCC2)cc1	.	.	i	6	-0.3%	16	18	0.14	-0.21	0.5	-0.64	.	.	i	1.4	1.3	3.2	-12%
